# GALK inh: qHTS Assay for Inhibitors of Human Galactokinase (GALK); AID 1868, 2009; P51570; Potency, µM (top dose mostly 57.5 µM), without a hit: top-dose activity change, negative = inhibition, usual class: inhibitors; Purified GALK, Kinase-Glo residual ATP luminescence; actives 0.007% (n = 270,000); further: potency means the concentration at half of the fitted maximal effect; on the % scale 0 is the no-effect control and ±100 the full control effect
#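 5 nM enzyme, 35 uM ATP, 100 uM galactose, 20 mM HEPES pH8.0, 5 mM MgCl2; 1 h RT; residual ATP by Kinase-Glo Plus luminescence, qHTS format.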
# USP2a block: qHTS Assay for Inhibitors of Ubiquitin-specific Protease USP2a Using CHOP2 as the Reporter | AID 463254, 2010 | actives 0.01% (n = 330,000) | Potency, µM (doses to about 38.3 µM), without a hit: at the highest dose activity change, negative = inhibition, usual class: inhibitors | USP2 core, Ub-CHOP2 coupled fluorogenic reporter, 485/531 | Ubiquitin carboxyl-terminal hydrolase 2 (Homo sapiens), O75604;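 further: potency means the concentration at half of the fitted maximal effect; plate controls were DMSO wells for no effect and full inhibition by NEM control for full effect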
#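 Cell-free coupled assay: 10nM USP2 core preincubated 30min RT with compound in Tris-HCl pH 8.0/CaCl2/CHAPS buffer, then 25nM Ub-CHOP2 and 25nM reporter substrate; fluorescence (Ex 485/Em 531) read after 60min RT, normalized to NEM inhibition, concentration-response curves fitted.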
# ASM inhibitor: Inhibitors of Secretory Acid Sphingomyelinase (S-ASM): qHTS; placental ASM, HMU-PC fluorogenic substrate, 60 min; actives 0.006% (n = 340,000); Sphingomyelin phosphodiesterase (Homo sapiens), P17405; Potency, µM (titrated, usually from 57.5 µM), for inactives: at the top dose activity change, negative = inhibition, hits mostly inhibitors; further: potency means the concentration at half of the fitted maximal effect
#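 Human placenta-derived ASM preincubated with compound 10 min at room temperature, then reacted with 9 uM (final) fluorogenic HMU-PC substrate for 60 min at 37 C. Stop solution raises pH to 10; fluorescence read at Ex 386/Em 447 nm.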
# Menin MLL FP TR: qHTS Assay for Inhibitors Targeting the Menin-MLL Interaction in MLL Related Leukemias: Competition With Texas Red Labeled MLL-derived Mutant Peptide. O00255. Menin + Texas Red MLL mutant peptide, fluorescence polarization. Potency, µM (highest dose often 61.6 µM), for the others: top-dose FP activity change, negative = inhibition, actives largely listed as inhibitors. actives 0.23% (n = 270,000). AID 1768, 2009; active means well fitted inhibition curve with a large enough effect in the polarisation, with a control signal flat, not every such curve was filed as active; inconclusive means small, poorly fitted or top-dose-only effect, or effect the other way, or a change in a side signal; inactive means no such curve, though single readings can be large or run the other way; the % refers to the polarisation; further: potency means the concentration at half of the fitted maximal effect; % of control where 0% means no effect; many of its hits are not listed in these tables
# KCNH2 WT inh: qHTS for Inhibitors of KCHN2 3.1: Wildtype qHTS; Voltage-gated inwardly rectifying potassium channel KCNH2 (Homo sapiens), Q12809; U2OS, BacMam KCNH2, thallium flux FluxOr; stronger effect = lower value; activity change, % at 1.84 µM; actives 0.37% (n = 340,000);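 active means maximum activity change below -70%; inconclusive means maximum activity change between -70% and -50%; inactive means maximum activity change above -50%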; further: on the % scale 0 is the no-effect control and ±100 the full control effect
#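 U2OS cells were transduced with wild-type KCNH2 virus (2.03 x 10^8 / mL) for 4 h at room temperature, then cultured overnight at 37 C. Thallium flux was read with FluxOr dye. Rate constants were normalized to DMSO controls.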
# TSHR antag: Antagonists of the Thyroid Stimulating Hormone Receptor: HTS campaign. Thyrotropin receptor (Homo sapiens), P16473. TSHR-expressing cells, TSH-stimulated cAMP HTRF, 2 h; stronger effect = lower value. activity change, negative = inhibition, % at 11.5 µM. actives 0.2% (n = 330,000);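 active means activity change below a set negative limit, meaning inhibition stronger than a set level, cut at about -70% in these data; inconclusive means activity change between two set negative limits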; further: on the % scale 0 is the no-effect control and ±100 the full control effect
#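 TSHR-expressing cells, 200/well, pre-treated with compound, then stimulated with EC80 TSH (4nM final) for 2 hours at 37 deg C. cAMP measured by competitive HTRF: anti-cAMP cryptate antibody in lysis buffer plus cAMP-d2, read after 30 minutes at room temperature.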
# BCR signal inh: qHTS Assay to Find Inhibitors of Chronic Active B-Cell Receptor Signaling. Potency, µM (titrated, usually from 46.1 µM), without a hit: at the highest dose ratio change, negative = lower green/red ratio, actives largely listed as inhibitors. AID 493014, 2011. ABC-DLBCL IkBa-CBG/CBR reporter, luminescence ratio, 4 h. actives 0.05% (n = 340,000); active means well fitted inhibition curve with a large enough effect in the signal ratio, with a control signal flat, not every such curve was filed as active; inconclusive means small, poorly fitted or top-dose-only effect, or effect the other way, or a change in a side signal; the % refers to the signal ratio;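 further: potency means the concentration at half of the fitted maximal effect; plate controls were basal doxycycline-induced cells for no effect and cells given 10 µM MG132 for full effect; MG132 reads +100%, hits lower the ratio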
#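 Cell line TMD8 (human ABC DLBCL), stably expressing tet-inducible CBG68-IkBa fusion and CBR; IMDM/0.5% FBS; cpd up to 46 uM; dox induction, 4 h, 37C/5% CO2; dual luminescence; green/red ratio; MG132 control.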
# Mito fusion yeast: qHTS Assay for Small Molecule Inhibitors of Mitochondrial Division or Activators of Mitochondrial Fusion; S. cerevisiae fusion-defective mutant growth rescue, CellTiterGlo 48 h; Potency, µM (doses to about 46.1 µM), for inactives: at the top dose growth rescue (activation), most hits filed as activators; actives 0.23% (n = 320,000); AID 485298, 2010;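 further: potency means the concentration at half of the fitted maximal effect; % of control where 0% means no effect; nearly all actives have a fitted effect of over 45% in size; temperature-sensitive fusion mutants such as fzo1-1 at 37 °C on non-fermentable ethanol glycerol medium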
#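 Yeast fusion mutant, YPEG (non-fermentable carbon), compound, 48 h at 37C non-permissive; CellTiterGlo added, 10 min RT, luminescence read. Rescued growth = division inhibition.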
# MBNL1 CUG block: qHTS Assay for Inhibitors of MBNL1-poly(CUG) RNA binding; actives 0.036% (n = 280,000); Potency, µM (highest dose often 57.5 µM), without a hit: at the top dose activity change, negative = inhibition, most hits filed as inhibitors; TR-FRET MBNL1-His/biotin-(CUG)12 binding, 665/545 ratio; AID 2675, 2010; Muscleblind-like protein 1 (Homo sapiens), Q9NR56; active means well fitted inhibition curve with a large enough effect in the signal ratio, with a control signal flat, not every such curve was filed as active; inconclusive means small, poorly fitted or top-dose-only effect, or effect the other way, or a change in a side signal; inactive means no such curve, though single readings can be large or run the other way; the % refers to the signal ratio; further: potency means the concentration at half of the fitted maximal effect; on the % scale 0 is the no-effect control and ±100 the full control effect
# Target sequence (Q9NR56 whole entry, looked up): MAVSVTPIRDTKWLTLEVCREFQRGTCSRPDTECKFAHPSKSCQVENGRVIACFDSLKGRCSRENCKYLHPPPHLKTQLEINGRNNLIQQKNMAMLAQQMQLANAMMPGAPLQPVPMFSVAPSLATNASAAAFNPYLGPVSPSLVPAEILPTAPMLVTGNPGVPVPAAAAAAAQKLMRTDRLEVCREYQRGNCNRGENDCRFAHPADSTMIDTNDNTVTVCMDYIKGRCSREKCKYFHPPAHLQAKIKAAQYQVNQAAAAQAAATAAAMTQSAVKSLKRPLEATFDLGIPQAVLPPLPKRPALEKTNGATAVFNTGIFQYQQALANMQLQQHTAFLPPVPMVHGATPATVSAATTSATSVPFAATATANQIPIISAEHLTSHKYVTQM
#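 TR-FRET between His-tagged MBNL1 and biotin-(CUG)12 RNA, detected with Tb anti-His antibody (0.055 ng/ul) and streptavidin-XL665 (5 nM), 60 min at room temperature. Compounds titrated 92 nM to 58 uM; 665/545 nm ratio normalized to buffer and complex controls.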
# Eya2 inh: qHTS Assay for Inhibitors of the Phosphatase Activity of Eya2. recombinant Eya2, OMFP fluorescence dephosphorylation (OMFP is methylfluorescein phosphate). Potency, µM (titrated, usually from 76.9 µM), for inactives: at the highest dose activity, negative = inhibition, most hits filed as inhibitors. actives 0.006% (n = 330,000); further: potency means the concentration at half of the fitted maximal effect; on the % scale 0 is the no-effect control and ±100 the full control effect
#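 Eya2 (0.2 uM) preincubated 10 min at ambient with compound, then OMFP substrate added at 50 uM; 10 min reaction in 50 mM HEPES pH 7.5, 50 mM NaCl, 5 uM MgCl2, 0.05% BSA, 1 mM DTT. Fluorescence read at Ex 485/Em 525 nm.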
# PKM2 activator: qHTS Assay for Activators of Human Muscle isoform 2 Pyruvate Kinase; actives 0.34% (n = 260,000); Potency, µM (top dose mostly 57.5 µM), for inactives: at the highest dose activation, hits mostly activators; AID 1631, 2009; purified PKM2, Kinase-Glo ATP luminescence, activation; response scale: 0% is enzyme alone, no compound; further: potency means the concentration at half of the fitted maximal effect; on the % scale 0 is the no-effect control and ±100 the full control effect; nearly all actives have a fitted effect of over 55% in size
# Target sequence (P14618 whole entry, looked up, canonical isoform): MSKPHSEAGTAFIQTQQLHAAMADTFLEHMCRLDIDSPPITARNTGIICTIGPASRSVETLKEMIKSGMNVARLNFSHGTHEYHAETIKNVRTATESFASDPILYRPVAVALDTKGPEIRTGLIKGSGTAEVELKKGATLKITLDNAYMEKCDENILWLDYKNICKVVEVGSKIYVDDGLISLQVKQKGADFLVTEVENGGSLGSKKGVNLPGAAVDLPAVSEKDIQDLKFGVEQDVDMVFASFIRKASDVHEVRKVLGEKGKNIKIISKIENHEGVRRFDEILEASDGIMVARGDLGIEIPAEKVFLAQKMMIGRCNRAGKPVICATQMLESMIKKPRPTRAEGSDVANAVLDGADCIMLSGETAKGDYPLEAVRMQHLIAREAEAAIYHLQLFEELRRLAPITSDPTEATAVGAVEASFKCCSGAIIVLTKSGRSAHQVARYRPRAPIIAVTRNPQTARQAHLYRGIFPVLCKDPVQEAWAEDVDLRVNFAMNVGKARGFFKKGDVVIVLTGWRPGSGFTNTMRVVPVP
#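 ATP formation by purified human PK-M2, quantified via coupled luciferase luminescence after 1 h at room temperature with 0.1 mM ADP and 0.5 mM PEP final.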
# Numbers without * were called inactive; ? = inconclusive; · = not tested or not shown; [ ] = dose if it differs, or a comment. Unless noted, the call rests on the fitted dose curve; in most records, active means well fitted curve in the direction sought with a large enough effect; inconclusive means small, poorly fitted or top-dose-only effect, or another doubt; inactive means no such curve, though single readings can be large; an effect the other way counts as inactive or inconclusive. Some of the compounds tested (hit frequency here may not be typical).
SMILES,GALK inh,USP2a block,ASM inhibitor,Menin MLL FP TR,KCNH2 WT inh,TSHR antag,BCR signal inh,Mito fusion yeast,MBNL1 CUG block,Eya2 inh,PKM2 activator
COc1ccccc1OCc1nc(C#N)c(NCc2ccco2)o1,-1.4%,2.0%,-1.3%,25.0%,-6.8,-8.2,2.0%,1.1%,11.4%,-8.4%,14.6%
Clc1ccc(SCc2cc(-c3ccc(Cl)cc3)on2)cc1,0.5%,-1.2%,-6.1%,1.5%,2.8,-15.4,?,-5.7%,-3.5%,-14.4%,6.2%
c1ccc(CSc2ncn(-c3ccccc3)n2)cc1,7.9%,-1.1%,-1.7%,1.0%,-19.2,-6.5,?,-1.5%,5.0%,-2.6%,0.4%
CCN(CC)CCN1CNC(=S)N(c2ccccc2OC)C1,-1.4%,2.0%,3.2%,·,-1.2,9.9,1.8%,-1.0%,·,4.8%,0.6%
COc1cc(C(=O)Nc2ccc(S(=O)(=O)NC(C)(C)C)cc2)cc(OC)c1OC,2.1%,0.9%,-4.0%,0.4%,20.9,-7.5,?,4.4%,-2.2%,-10.2%,12.1%
CCCOc1ccc(C2C(=O)N(C3CCCCC3)CC(=O)N2CCC)cc1OC (stereo unspecified),-0.3%,3.3%,1.5%,0.5%,-2.4,-6.9,6.6%,2.0%,-0.2%,15.4%,-0.2%
CCCCS(=O)CC(CS(=O)CCCC)OC(=O)c1ccc(C)cc1 (stereo unspecified),0.4%,-3.0%,-1.5%,0.6%,15.7,2.3,-9.0%,-0.5%,4.0%,7.7%,5.0%
CC1=Nc2cccc3cccc(c23)N1C,0.4%,4.2%,0.0%,-2.1%,3.7,-27.7,-0.1%,0.6%,·,4.0%,8.6%
O=C(NC12CC3CC(CC(C3)C1)C2)N1CCN(c2ncccn2)CC1,3.7%,1.6%,-1.9%,-11.0%,-7.9,-8.7,-5.7%,1.6%,1.3%,2.0%,-5.8%
CCCNC(=O)CCNC(=O)c1ccc(C(C)(C)C)cc1,0.1%,-10.9%,-3.5%,13.1%,14.9,-1.2,?,2.1%,-3.6%,17.6%,-0.9%
O=C(CCCCCN1C(=O)c2cccc3cccc(c23)C1=O)N1CCOCC1,0.7%,-1.9%,-0.4%,2.7%,-2.8,-3.3,?,-2.5%,·,-4.0%,10.6%
CCC(=O)NC(c1ccco1)c1cc(Br)c2cccnc2c1O (stereo unspecified),·,-0.5%,·,·,·,11.7,?,27.5%,·,5.8%,·
Cc1cc(C)c2ccc3c(C)c(C)n(C)c3c2n1,-0.8%,1.5%,68.1%[activator],4.8%,1.5,-2.4,?,-2.4%,·,13.5%,4.4%
COc1ccc(N=NC2=C(O)CC(C)(C)CC2=O)c(OC)c1,1.2%,2.5%,-12.3%,?,3.0,-15.6,?,0.0%,?,-6.8%,7.8%
CC(=O)N1CCN(c2ccc(NC(=S)NC(=O)COc3ccc(C(C)(C)C)cc3)cc2)CC1,-0.9%,1.9%,-9.7%,7.2%,13.3,-33.6,3.7%,0.7%,·,-13.0%,-3.4%
Cc1cc(=O)n2nc(N3CCC(C(=O)NCc4ccccc4F)CC3)sc2n1,-2.1%,-2.2%,0.3%,1.4%,25.0,-1.2,-18.9%,-5.8%,-5.3%,1.7%,·
Cc1ccnc(NC(=O)C(C)n2cc([N+](=O)[O-])cn2)c1 (stereo unspecified),1.6%,3.4%,1.6%,8.9%,-3.9,28.4,?,0.1%,·,6.5%,9.8%
Cc1cc(=O)[nH]c(SCC(=O)Nc2ccc(F)c([N+](=O)[O-])c2)n1,15.5%,-0.4%,1.5%,26.5%,-19.0,-7.9,13.6%,1.9%,?,-2.2%,-0.4%
COc1ccc(-n2c(=O)c3ccccc3n(CC(=O)NC3CCCC3)c2=O)cc1,1.9%,-0.5%,5.8%,?,-2.8,11.0,-1.5%,0.6%,15.7%,5.7%,-4.2%
CCCN1CCN(CC(=O)Nc2nnc(CC)s2)CC1,0.0%,-0.4%,3.2%,-4.8%,-2.7,-6.2,1.9%,-2.5%,-5.4%,-9.2%,0.0%
COC(=O)[C@@]12CCCN1[C@H](c1ccc(-c3cccc(Cl)c3)c(OC)c1)[C@H]1C(=O)N(C)C(=O)[C@H]12,·,-0.4%,-1.4%,·,-0.6,-20.7,3.6%,18.4%,·,0.8%,·
COc1ccc(Nc2cc(Nc3ccc(OC)cc3)ncn2)cc1,0.8%,2.4%,-1.1%,?,-14.0,3.1,-1.0%,-3.9%,3.9%,24.6%,·
COC(CN(C)C(=O)C1CCC(CNS(=O)(=O)c2ccccc2)CC1)OC (stereo unspecified),4.7%,-4.6%,-0.4%,-8.2%,·,1.0,-0.1%,6.0%,-3.4%,-27.5%,·
Cc1oc2cc([N+](=O)[O-])c(O)c([N+](=O)[O-])c2c1C(=O)c1ccc(Cl)cc1,3.4%,1.8%,10.7%,·,-13.6,-12.5,14.1%,16.1%,·,15.2%,1.7%
CCN(CC1CCCN(CCc2cccc(OC)c2)C1)C(=O)c1ccoc1C (stereo unspecified),-2.9%,0.0%,7.8%,·,13.2,-1.6,1.9%,1.3%,1.0%,-7.6%,2.5%

# (list continues)
SMILES,GALK inh,USP2a block,ASM inhibitor,Menin MLL FP TR,KCNH2 WT inh,TSHR antag,BCR signal inh,Mito fusion yeast,MBNL1 CUG block,Eya2 inh,PKM2 activator
Cc1c(O)ccc2c(-c3ccccc3)cc(=O)oc12,-1.2%,-0.5%,31.0%,-11.6%,-3.5,-19.6,?,?,23.5%,10.5%,·
O=C(CN1CCN(Cc2ccccc2)CC1)N/N=C/c1ccccc1F,1.8%,0.6%,-1.3%,·,-8.5,31.4,-7.4%,-3.1%,-1.9%,-14.3%,-7.1%
CCCCNC(=O)CSc1nc(COc2ccccc2)nc2ccccc12,10.7%,0.9%,-0.7%,?,0.3,-10.4,-8.2%,30.0%,6.7%,-11.5%,-2.6%
CCCC(C(=O)NC1CCCC1)N(C(=O)c1snc(C(N)=O)c1N)c1ccc(OCC)cc1 (stereo unspecified),-0.7%,2.5%,61.0%[activator],2.0%,12.0,17.8,-2.3%,13.0%,4.2%,-2.0%,-0.2%
COCCNC(=O)/C(C#N)=C/c1c(N2CCN(c3ccc(OC)cc3)CC2)nc2c(C)cccn2c1=O,3.9%,-8.3%,·,?,30.3,-5.0,-3.6%,8.0%,?,-1.4%,·
CC(C)(CCO)NC(=S)NC1CC2C=CC1C2 (stereo unspecified),0.6%,0.2%,9.6%,·,9.8,-3.3,2.5%,6.0%,-5.8%,5.8%,4.5%
Cc1ccccc1NC(=O)c1c(F)c(F)c(F)c(F)c1F,-1.3%,2.2%,-0.2%,19.7%,-35.1,-0.9,-2.6%,6.4%,-0.5%,15.6%,-6.4%
COc1ccccc1-c1cc(-c2ccccc2)nc(SC(C(N)=O)c2ccccc2)c1C#N (stereo unspecified),-0.3%,1.7%,3.5%,?,-5.8,36.8,8.7%,-4.4%,59.3%[activator],19.9%,7.4%
Cc1cc(N2CCCC2=O)cc(C)c1S(=O)(=O)NCCOc1ccc(C(C)(C)C)cc1,-5.3%,-1.1%,-15.2%,-0.3%,-8.2,-21.9,13.2%,29.6%,-12.0%,-5.0%,6.7%
Cc1ccc(/C=N/OC(=O)c2c(C)noc2-c2snnc2C)cc1,-3.3%,0.4%,6.4%,·,0.5,-0.5,5.3%,-4.9%,·,-18.5%,2.1%
